# thrombin 1536: human alpha-thrombin inhibitors, primary screen, counter-screen for coagulation protease inhibitor project, biochemical, 1536-well, fluorogenic AMC substrate; Prothrombin (Homo sapiens), P00734; Boc-VPR-AMC fluorogenic substrate cleavage; inhibition, % at 5 µM; 220,000 compounds, 0.26% hits;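 active means inhibition at or above 40%; inactive means inhibition below 40%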;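 further: 0% = enzyme with no compound and 100% = wells without enzyme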
#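 System – human alpha-thrombin protein · Reagent – Boc-VPR-AMC substrate, 15 µM final · Compound – 5 µM single dose in 0.2% DMSO · Schedule – reaction at room temperature · Technique – AMC fluorescence at 355 nm excitation and 460 nm emission · Read-out basis – % inhibition relative to enzyme controls and enzyme-free blanks · Control set – no-compound enzyme wells and no-enzyme blanks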
# FXIa inh 1536: human FXIa protease inhibitors, primary screen, biochemical, 1536-well; 220,000 compounds, 0.14% hits; Coagulation factor XI (Homo sapiens), P03951; purified FXIa, Boc-Glu-Ala-Arg-AMC fluorogenic substrate; inhibition, % at 5 µM;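 active means inhibition of at least 40%; inactive means inhibition below 40%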;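 further: fluorescence of freed AMC excited at 355 nm; 0% = enzyme without compound and 100% = no enzyme blank; many of its hits are not listed in these tables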
# Target sequence (P03951 19-387 limits assumed): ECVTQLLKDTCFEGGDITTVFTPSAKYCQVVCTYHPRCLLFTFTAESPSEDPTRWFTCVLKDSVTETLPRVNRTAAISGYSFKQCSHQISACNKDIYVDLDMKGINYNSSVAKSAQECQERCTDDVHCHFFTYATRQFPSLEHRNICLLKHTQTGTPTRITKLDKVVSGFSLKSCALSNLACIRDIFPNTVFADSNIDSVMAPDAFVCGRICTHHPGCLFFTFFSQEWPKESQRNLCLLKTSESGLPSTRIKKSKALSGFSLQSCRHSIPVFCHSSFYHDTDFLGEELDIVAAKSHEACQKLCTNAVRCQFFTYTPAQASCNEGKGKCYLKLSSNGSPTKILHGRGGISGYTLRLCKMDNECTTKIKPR
# Target sequence (P03951 388-625 limits assumed): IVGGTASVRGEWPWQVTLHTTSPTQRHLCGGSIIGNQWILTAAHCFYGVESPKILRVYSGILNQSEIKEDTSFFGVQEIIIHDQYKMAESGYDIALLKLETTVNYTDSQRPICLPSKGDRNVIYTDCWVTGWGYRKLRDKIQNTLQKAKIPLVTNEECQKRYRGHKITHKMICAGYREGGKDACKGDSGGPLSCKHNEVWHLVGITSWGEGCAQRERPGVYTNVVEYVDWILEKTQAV
# Hck Nef HTS: inhibitors of Nef-activated human Hck kinase, primary screen, biochemical, Z-Lyte FRET, 384-well, Hck-YEEI | Tyrosine-protein kinase HCK (Homo sapiens), P08631 | 220,000 compounds, 0.68% hits | inhibition, % at 20 µM | Recombinant Hck-YEEI plus Nef, Z-Lyte FRET kinase assay;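 active means Hck-Nef kinase inhibition above about 50%, limit read from the data; inactive means inhibition below that limit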;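 further: 0% = DMSO with Hck plus Nef and 100% = Hck alone without Nef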
# KLK5 inh: human KLK5 protease inhibitors, primary screen, biochemical, 1536-well | Kallikrein-5 (Homo sapiens), Q9Y337 | recombinant hK5, fluorogenic AMC substrate cleavage | inhibition, % at 5 µM | 210,000 compounds, 0.59% hits;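 active means inhibition of 40% or more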;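 further: 0% = enzyme controls without compound and 100% = no-enzyme blanks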
# zVAD death inh: inhibitors of zVAD-triggered necroptosis, primary screen, L929 cells | L929 zVAD necroptosis rescue, ATP luminescence, 24 h; with zVAD 60 µM | viability rescue, % at 10 µM | 220,000 compounds, 0.38% hits | AID 1377, 2008;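 active means activation, scaled between plate controls, above about 75%, limit read from the data; inactive means activation under that limit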;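 further: 0% = zVAD with DMSO and 100% = DMSO alone without zVAD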
# Rad51 HR inh: human RAD51 strand exchange inhibitors, primary screen, biochemical, fluorescence | 200,000 compounds, 0.085% hits | hRad51 DNA strand exchange, fluorescence dequenching | AID 1385, 2008 | inhibition, % at 10 µM;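 active means inhibition above 40% at the single screening dose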;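 further: 0% = DMSO control wells and 100% = blanks with heterologous ssDNA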
# Target sequence (Q06609 whole entry, looked up): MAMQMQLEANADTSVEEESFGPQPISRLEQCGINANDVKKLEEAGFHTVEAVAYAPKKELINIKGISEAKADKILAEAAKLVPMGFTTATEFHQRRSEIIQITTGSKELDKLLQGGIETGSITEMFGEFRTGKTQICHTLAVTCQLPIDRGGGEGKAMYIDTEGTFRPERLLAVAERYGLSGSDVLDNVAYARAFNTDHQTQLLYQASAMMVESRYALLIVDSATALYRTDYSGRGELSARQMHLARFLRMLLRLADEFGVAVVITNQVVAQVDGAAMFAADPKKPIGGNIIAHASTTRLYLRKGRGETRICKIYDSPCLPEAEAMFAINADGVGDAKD
#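 Test system: preformed human Rad51 ssDNA filaments; also added: Donor/quencher-labelled 47-bp dsDNA substrate; doses: 10 µM final, single point; times: 37 °C 15-min filament assembly, 30-min compound preincubation, 15-min exchange; detection: FRET fluorescence dequenching, excitation 485 nm, emission 520 nm; read-out basis: Fluorescence-based percent inhibition, control- and blank-normalised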
# Cl transport mod: KCC2 cotransporter modulators, thallium flux, primary screen, cell-based, HEK293 KCC2, FluoZin-2 fluorescence, MLSMR; KCC2 cells, thallium flux FluoZin-2 fluorescence; B-score of Tl+ flux slope (higher = more flux/activation; lower = inhibition) at 10 µM; 190,000 compounds, 2.2% hits; AID 1456, 2008;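 active means thallium flux slope and its plate-corrected score both differing from the plate sample mean at a set confidence after two filtering rounds, in either direction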;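 further: slope of fluorescence scaled to starting intensity during 10 to 20 s after thallium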
# TNF death inh: inhibitors of TNF-alpha triggered necroptosis, primary screen, cell-based, Jurkat FADD-/-, single concentration; Jurkat FADD-/- TNF necroptosis rescue, ATP luminescence, 24 h; 0 = TNF only, 100 = no-TNF cells; activation (protection from cell death), % at 10 µM; 220,000 compounds, 0.068% hits; AID 463075, 2010;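 active means activation, meaning protection from cell death, of at least 50% relative to plate controls; inactive means activation below 50%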;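 further: necroptosis triggered by 40 ng/mL TNF-alpha added together with compound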
# FXIIa inh 1536: human FXIIa protease inhibitors, primary screen, biochemical, 1536-well. Coagulation factor XII (Homo sapiens), P00748. purified FXIIa, Boc-QGR-AMC fluorogenic substrate, 2 h. inhibition, % at 5 µM. 220,000 compounds, 0.3% hits. AID 800, 2007; in the data active means inhibition above about 40%;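 further: 0% = enzyme with no compound and 100% = blank without enzyme; many of its hits are not listed in these tables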
# * marks the source's active call; other numbers are inactive results; . = not tested or not shown; & = joins results of further samples. Only part of the results is shown; the hit share may differ from the screen's.
SMILES,thrombin 1536,FXIa inh 1536,Hck Nef HTS,KLK5 inh,zVAD death inh,Rad51 HR inh,Cl transport mod,TNF death inh,FXIIa inh 1536
CCOCCCn1c(SCC(=O)Nc2cccc(S(=O)(=O)NC3=NCCCCC3)c2)nc2ccccc2c1=O,-12,-4,5,-4,-0.8,.,-0.2,2.1,2
O=C(Nc1ccc2c(c1)OCO2)C1CC(=O)N(CCc2ccccc2)C1 (stereo not drawn),3,-2,21,1,-0.2,-1,-0.16,-0.1,8
Clc1ccc(-c2nnc(-c3ccccc3Cl)o2)cc1,-7,-1,0,-5,-0.5,3,0.53,-1.2,9
COc1cccc(COCCN2CCN(S(=O)(=O)c3ccc(C)cc3)CCC2=O)c1,1,0,-2,-9,0.0,11,0.22,0.8,10
CCOc1ccc(C2c3[nH]c4ccccc4c3CCN2Cc2cccn2-c2ncccn2)cc1 (stereo not drawn),-4,-1,15,-1,0.6,7,0.67,0.5,5
COCCOc1ccc(C(F)(F)F)cc1NC(=O)c1ccccc1F,0,4,5,-23,0.6,4,0.44,1.7,8
O=C(CNC(=O)c1ccccc1)NCCO,-8,-1,12,-4,-0.1,-13,0.28,0.8,9
CCN(CC)S(=O)(=O)c1cc([N+](=O)[O-])ccc1N=Nc1c(O)n(C)c2ccccc12,0,6,2,-7,1.4,.,0.012,1.1,13
CC1Cc2ccccc2N1C(=O)CSc1nnc(C2CC2)n1C (stereo not drawn),-9,1,18,6,0.4,-2,-0.048,0.8,6
Nc1nc(SCn2nnc3ccccc3c2=O)n[nH]1,16,31,14,19,-1.4,1,-0.28,-0.5,40*
NC(=O)c1cc(N)ccc1N1CCCC1,-4,-7,2,10,0.2,-3,0.33,-3.6,-1
Cc1[nH]n(-c2ccccc2)c(=O)c1/C=N/n1c(C)nc2ccccc2c1=O,-4,-6,2,10,0.3,4,-0.79,-0.3,3
Cc1cc(C)c(S(=O)(=O)Nc2ccc3c4c(cccc24)CC3)c(C)c1,7,9,4,6,-0.2,-10,-0.41,-16,5
CCOC(=O)c1sc(N)c(C#N)c1CSc1nc2ccc(OCC)cc2[nH]1,-15,-7,-2,-3,2.4,-6,-1.5,0.2,-13
NC(N)=NC(=O)c1nc(Cl)c(N)nc1N,-3,3,2,-19,14,-11&4&6,-0.34,2.9,8
CCOC(=O)Cc1nc2ccccc2[nH]1,-11,-5,0,-17,-0.1,-8,0.061,1.2,-2
CC1(C(=O)NCCc2c[nH]c3ccccc23)C=CCN1C(=O)c1ccccc1 (stereo not drawn),-1,4,-5,-9,-1.0,9,0.2,-0.5,14
Clc1ccc(C2[C@H]3CN(Cc4ccc(-c5ccccc5)cc4)[C@H](c4ccccc4)C34CC2(c2ccccc2)C4)cn1 (stereo partly drawn),-3,-1,19,0,1.1,0,-0.19,1.1,4
Cc1cccc(CSc2nnc(CCCCCNC(=O)OC(C)(C)C)o2)c1,-2,-1,8,-2,-0.8,10,-1.7,3.1,7
N#CCCCSC1=C(C#N)C(c2ccccc2Cl)CC(=O)N1 (stereo not drawn),-6,-2,-6,-16,-2.1,-7,0.011,-1.3,4
C#CCOCCOCCOCCNc1nc(N2CCN(C(=O)[C@H](CCCCN)n3cc([C@@H](N)CO)nn3)CC2)nc(N2CCN(C(=O)[C@H](Cc3cc4ccccc4[nH]3)n3cc([C@@H](N)Cc4ccc(O)cc4)nn3)CC2)n1,1,2,8,6,0.0,.,-0.87,0.5,10
O=C(O)c1cc(-n2cccc2)ccc1N1CCOCC1,3,3,0,-2,1.4,-16,0.72,0.2,7
CCSc1nnc(NC(=O)CSc2nccn2-c2cccc(C)c2C)s1,-4,19,-1,0,1.2,.,3.1*,1.2,19
Cc1ccc(-n2c(CC#N)n[nH]c2=S)c(C)c1,-2,-2,-1,-1,0.2,8,0.81,-0.3,-2
CN(C)c1ccc(/C=N/N2C(=N)N(c3ccccc3)C(=S)C2=Nc2ccccc2)cc1,.,.,-2,.,11,.,0.13,-5.6,.
O=C(C1=C[C@@H](c2coc3ccccc3c2=O)C[C@@H](OCCCCO)O1)N1CCN(Cc2ccc3c(c2)OCO3)CC1,4,4,4,5,-0.1,-8,0.2,1.3,10
COc1ccccc1NC(=O)CSc1nc2n[nH]c(C)c2c(=N)n1-c1ccccc1Cl,-5,-2,-5,-12,0.3,2,-0.4,-14,4
CC1=C(C(=O)OC(C)C)C(c2cccs2)N2C(=O)CCSC2=N1 (stereo not drawn),5,7,5,2,-1.6,-1,0.22,-1.1,7
O=C(/C=C/c1ccccc1)NC1CCCc2ccccc21 (stereo not drawn),14,-2,18,1,1.6,11,0.33,1.0,5
COn1c(-c2ccc(Cl)cc2)nc2ccc(Cl)cc21,-3,-5,1,2,0.3,-1,0.47,-6.0,-11
O=C(COC(=O)CCc1ccc(S(=O)(=O)N2CCCCC2)cc1)Nc1cccc2ccccc12,-5,3,-3,-10,0.6,2,0.2,0.9,3
Cc1ccc(C(=O)/C=C/Nc2ccc([N+](=O)[O-])cc2Br)cc1,-3,-2,-1,-4,-0.2,-6,.,-2.7,3
O=C(/C=C/c1cc([N+](=O)[O-])ccc1OC(F)F)Nc1cccc(OC(F)F)c1,-8,4,4,-9,7.0,-4,0.098,0.9,14
COc1cccc(C2C3=C(CCCC3=O)NC3=C2C(=O)c2ccccc23)c1 (stereo not drawn),-11,-2,18,1,-0.6,10,-0.35,-0.7,7
Cc1nnc(NC(=O)c2ccco2)s1,-4,-2,19,-1,0.9,-1,0.46,2.5,7
CC(=O)N1CCN(Cc2nc3cc(NC(=O)c4ccccc4Cl)ccc3n2C)CC1,-6,-3,21,0,5.5,2,0.25,-0.2,6
O=C1NC(=S)N(C(=O)c2ccc(F)cc2)/C1=C/c1ccccc1,-2,9,19,-7,2.5,-254,26*,1.2,12
CC(C)(C)NC(=O)NC(=O)COC(=O)Cn1cnc2ccccc2c1=O,-1,-4,3,0,0.8,-3,-0.1,-0.2,4
Cc1nc2ccccc2c(=O)n1N(c1ccccc1)c1ccccc1,-5,2,-7,1,-0.7,-3,-0.36,2.0,8
CC(C)(C)OC(=O)NCc1ccc(NC(=O)c2nc[nH]c2C(=O)N[C@@H](Cc2ccccc2)C(=O)OC(C)(C)C)cc1,-6,-5,15,-6,-0.3,-7,0.03,-7.5,0

# Fetched by structure from the entries so far:
SMILES,thrombin 1536,FXIa inh 1536,Hck Nef HTS,KLK5 inh,zVAD death inh,Rad51 HR inh,Cl transport mod,TNF death inh,FXIIa inh 1536
CCOC(=O)Cc1nc2ccccc2[nH]1,-11,-5,0,-17,-0.1,-8,0.061,1.2,-2
CCN(CC)S(=O)(=O)c1cc([N+](=O)[O-])ccc1N=Nc1c(O)n(C)c2ccccc12,0,6,2,-7,1.4,.,0.012,1.1,13
O=C(CNC(=O)c1ccccc1)NCCO,-8,-1,12,-4,-0.1,-13,0.28,0.8,9

# (continued)
SMILES,thrombin 1536,FXIa inh 1536,Hck Nef HTS,KLK5 inh,zVAD death inh,Rad51 HR inh,Cl transport mod,TNF death inh,FXIIa inh 1536
Cc1ccc(CNc2ncnc3c2cnn3-c2ccccc2)cc1,0,-21,-1,6,0.1,-7,.,-0.6,9
Cc1ccc2ncnc(Oc3ncccc3NC(=O)C(C)(C)C)c2c1,-2,7,0,4,-0.2,7,.,0.8,9
Cc1c(C(=O)O)sc(=S)n1-c1ccc(Cl)cc1,-1,1,-1,-7,0.2,1,0.56,-0.6,13
Cn1c(-c2cc3ccccc3oc2=O)nc2ccccc21,-2,3,-3,-1,0.5,-11,0.77,2.5,7
CSc1ccccc1NC(=O)CCn1c(=O)sc2ccccc21,3,5,-10,7,-0.4,3,0.56,0.4,8
COc1cccc(OC)c1C(=O)N1CCN(c2c(Cc3ccccc3)c(C)nc3ncnn23)CC1,-5,8,-8,-5,-1.2,-5,0,-0.1,-4
COc1ccc(C)cc1-n1nnnc1SCC1CCCCO1 (stereo not drawn),-12,-1,1,-10,0.5,-5,-0.059,-1.1,13
Cc1cccc(Cn2cnc3c(nnn3Cc3ccccc3F)c2=O)c1,-4,4,-1,-4,-0.4,.,-2.4,-6.7,7
O=C(CCc1ccc(S(=O)(=O)N2CCOCC2)cc1)Nc1ccc2ccccc2c1,0,-4,17,-44,-0.2,0,-1.4,0.5,11
CCCC/C(O)=C1\C(=O)CC(C)(C)CC1=Nc1ccc(N)cc1,-8,-2,23,-9,4.4,2,-1.5,-0.1,-8
Cc1cccc(-c2nc3c(c(=O)c4ccccc4n3C)c(=O)n2-c2ccccc2)c1,4,4,10,3,-0.4,4,-0.48,-1.7,11
N#Cc1c(N)n(CCNC(=O)c2ccc(Cl)cc2)c2nc3ccccc3nc12,-5,-6,12,-121,0.3,-5,-0.046,-3.3,-3
Cc1ccc(C)[n+](CC(=O)N2CCCCC2)c1,-6,-3,16,-1,18,-8,-0.0008,0.7,6
COC(=O)c1sc2nc(N3CCCCC3)c3c(c2c1N)CCCC3,-12,-3,9,-277,0.2,4,0.81,0.1,-4
COc1ccccc1N1CCN(c2cnccn2)CC1,4,3,-35,16,0.0,-2,0.78,0.0,12
CCOc1ccc(NC(=O)c2ccccn2)cc1,1,19,-1,-13,.,.,-0.0062,-9.6,28
Cc1cccc(CS(=O)(=O)Cc2ccc(C(=O)NCC3CCCO3)o2)c1 (stereo not drawn),2,1,4,-6,-0.7,.,-0.02,-0.7,1
C=CCOC(=O)C1=C[C@H](c2cn(C(C)=O)c3ccccc23)C[C@H](OCCCCO)O1,1,0,2,0,1.0,-3,-1.5,0.2,6
O=C(CCc1nnc(CCCc2ccccc2)o1)NCC(F)(F)F,-10,1,30,2,0.2,10,-0.88,-0.8,11
CN1CCN(CC#CCC(O)(c2ccccc2)C2CCCC2)CC1 (stereo not drawn),5,9,0,-2,0.1,9,-0.035,0.5,13
Cc1cccc(NC(=O)CN2NS(=O)(=O)c3ccccc3C2=O)c1,-1,2,0,1,-1.4,-5,-0.046,-0.6,11
CN1/C(=C\C(=O)c2cccnc2Cl)C(C)(C)c2ccccc21,-9,-2,6,-14,0.3,-4,-2.2,0.4,2
NC(=O)COC(=O)/C=C/c1ccc2ccccc2n1,-5,-4,-9,-1,11,1,-0.45,-2.2,4
COc1ccc2oc(-c3ccccc3)c(C(N)=O)c2c1,-3,-9,34,-28,67,2,0.013,0.1,-7
CCCCCCSc1nsc(NC(=O)CC(C)C)n1,-6,4,2,-5,0.4,.,1.3,1.2,9
